Screening results (PubChem)
Hep lipid drop – modulators of hepatic lipid droplet formation. AML12 mouse hepatocytes, oleate lipid droplets, BODIPY imaging. inhibition, % at 6.5 µM. 240,000 compounds, 0.4% hits. AID 1656;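 active = lipid droplet intensity inhibited by at least 50%, with more than 500 cells counted; inconclusive = wells with under 300 cells, treated as cytotoxic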
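Assay system: AML12 hepatocytes (mouse); Probe or stimulus: oleic acid at 100 µM to induce lipid droplet formation; Dosing: compound at 6.5 µM only; Schedule: compound with oleate, overnight; Detection: fluorescence imaging, 20x objective, two fields per well; Measure: % inhibition of lipid droplet signal.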
AID2073 – inhibitors of Mint1-CaV2.2 protein interaction, biochemical, HTRF (AID 2073); inhibition, % at 20 µM, or IC50 in µM where a hit was titrated; 290,000 compounds, 0.19% hits; HTRF protein-protein interaction, Mint1-CaV2.2; higher % means a stronger effect; in the data active = inhibition mostly above about 51%, no sharp cut-off; inconclusive = no clear call, values can overlap the other calls; inactive = mostly below about 53%; note: some results filed as inactive read as strong as hits
NS5 inhibitors – flavivirus cap methylation enzyme inhibition – biochemical, confirmation dose response, primary screen (AID 588689); Dengue-2 NS5 methyltransferase capping enzyme assay, biochemical; higher % means a stronger effect; one-dose inhibition, % at 25 µM; IC50 in µM for titrated hits; 340,000 compounds, 0.3% hits; in the data active = a potency from the dose series; inconclusive = inhibition above about 29% without an active follow-up result
HIV fusion peptide – inhibitors of HIV fusion peptide binding, primary screen, biochemical, uHTS, fluorescence dequenching (AID 1986) | cell-free peptide binding, fluorescence dequenching, 30 min; higher % means a stronger effect | 290,000 compounds, 0.3% hits | inhibition, % at 20 µM; hits with a dose series show IC50 in µM; in the data active = inhibition mostly above about 52%, no sharp cut-off; inactive = mostly below about 76%; note: some results filed as inactive read as strong as hits
NOD2 inhibition – NOD2 signaling inhibitors, cell-based, luminescence, uHTS, HEK293 (AID 1566). HEK293 NOD2/NF-kB luciferase reporter, luminescence; higher % means a stronger effect. one-dose inhibition, % at 4 µM; EC50 in µM for titrated hits. 290,000 compounds, 0.63% hits; note: many of its hits are not listed in these tables
Myeloid diff MLP – myeloid differentiation induction; ER-HoxA9 myeloid progenitors, lysozyme-GFP differentiation, flow cytometry; calls only at 10 µM; 360,000 compounds, 1% hits;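 active = normalized GFP-positive differentiation at or above the plate's own cutoff, the solvent-only control mean plus 3 SD; inconclusive = no clear call, values can overlap the other calls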;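 note: cells exposed to compound for four days before flow analysis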
SIAH1 antagonists – Siah-1 peptide-binding antagonists, primary screen, biochemical, fluorescence polarization, rhodamine-plectin, uHTS (AID 1817); displacement, % at 20 µM; hits with a dose series show IC50 in µM; Siah-1 / rhodamine-plectin peptide fluorescence polarization; higher % means a stronger effect; 290,000 compounds, 0.02% hits;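 active = displacement of at least 50% at 20 µM, with a fluorescence ratio check between 0.3 and a set limit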;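 note: plate controls were Siah plus tracer with DMSO for no effect and tracer alone without Siah for full effect; strong numbers were not always called active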
XIAP displacement – small molecules displacing peptide from XIAP – biochemical, IAP family, fluorescence polarization (AID 1018) | 200,000 compounds, 0.007% hits | displacement, % at 20 µM, or IC50 in µM where a hit was titrated | XIAP BIR domain, fluorescence polarization peptide displacement; higher % means a stronger effect; in the data active = displacement above about 50%; note: a part of the inactive calls stands beside numbers as strong as those of hits
LYP phosphatase – PTPN22 lymphoid phosphatase activity blockers – biochemical, fluorescence intensity, uHTS (AID 1779); recombinant LYP phosphatase, fluorescence intensity; higher % means a stronger effect; inhibition, % at 11.5 µM, or IC50 in µM where a hit was titrated; 290,000 compounds, 0.054% hits;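 note: plate controls were vehicle with enzyme for no effect and no enzyme for full effect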
Hep lipid drop cells 6.5 µM – second read-out of Hep lipid drop, no call of its own (marks repeat the call); cell count; measured here: cell count, cytotoxicity flag;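 cells counted across two imaged fields per well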
NS5 inhibitors pilot replicate – further read-out of NS5 inhibitors, marked with its call; inhibition, %; measured here: pilot screen replicate inhibition
Myeloid diff MLP GFP+ MAC1+ % – recorded beside Myeloid diff MLP, whose call it bears; GFP+ MAC1+ double positive, %; measured here: differentiation confirmed by MAC1 staining
* marks the source's active call; other numbers are inactive results; i = inactive; ? = inconclusive; · = no result given; + = active, no number. Cut-off read from the data, not from the text of the source, unless noted: active = inhibition above about 50%; inactive = the rest. Only part of the results is shown; the hit share may differ from the screen's.

SMILES	Hep lipid drop	Hep lipid drop cells 6.5 µM	AID2073	NS5 inhibitors	HIV fusion peptide	NOD2 inhibition	Myeloid diff MLP	Myeloid diff MLP GFP+ MAC1+ %	SIAH1 antagonists	XIAP displacement	LYP phosphatase	others
COc1ccc(CNC(=O)c2cnc(C)cn2)cc1	·	·	1%	2%	2.0%	-11%	i	1.4	-9%	-5.7%	-7%
CN(C)C(=O)CSc1nnc(CCCCCNC(=O)OC(C)(C)C)o1	·	·	1%	-3%	1.3%	12%	i	0.8	5%	0.0%	-9%
Cc1ccc(C(=O)OCC(=O)NC(=O)Cc2ccccc2)c(O)c1	0	803	4%	-4%	-2.4%	10%	i	1.4	-3%	·	-5%
COC(=O)c1ccc(Cn2c(O)c(N=NC(N)=S)c3ccccc32)o1	-42	482	14%	0%	-1.8%	10%	i	0.1	19%	·	-5%
CCCc1nc2oc3ccccc3c(=O)c2c(=O)n1CCCOC	-17	698	-2%	-4%	-2.2%	-10%	i	1.0	-1%	·	-12%
CC1CC(Nc2ccccc2N)=CC(=O)O1 (centres undefined)	10	798	-11%	7%	-1.0%	3%	i	1.2	0%	-6.8%	-2%
Cc1ccc(-n2cnc3sc(C)c(C)c3c2=O)cc1	1	704	6%	-10%	0.3%	-30%	i	0.2	-1%	-1.2%	-6%
O=C(Nc1cccnc1)OC1CCCC1	-22	675	-2%	2%	-0.7%	-4%	i	0.6	5%	-16%	-2%
CCc1nc(SCC(=O)N2CC(=O)Nc3ccccc32)c2c(C)c(C)sc2n1	·	·	-7%	5%	-2.3%	-4%	?	·	0%	-19%	4%
O=C(C1CCCO1)N1CCN(c2ccc(F)cc2)CC1 (centres undefined)	4	726	-6%	1%	0.5%	6%	i	0.7	-4%	-2.3%	-3%
Nc1ccc(-n2nncc2-c2ccccc2)cc1	-6	748	-2%	-6%	1.9%	1%	·	·	-8%	-13%	-6%
CN(c1ccccc1)S(=O)(=O)c1cccc(NC(=O)CCN2C(=O)C3CCCCC3C2=O)c1 (centres undefined)	5	665	3%	-2%	-0.8%	22%	i	0.6	-1%	-4.4%	0%
Cc1ccccc1NC(=O)COC(=O)c1ccccc1SCC(=O)N1CCCC1	-17	683	8%	0%	-0.3%	4%	i	0.7	0%	·	-6%
CC1CCN(S(=O)(=O)c2ccc3c(c2)oc(=O)n3CC(=O)N2c3ccccc3CC2C)CC1 (centres undefined)	·	·	8%	1%	6.2%	-20%	?	·	-5%	-14%	2%
COc1ccc(CNC(=O)C2CC(O)CN2C(=O)Nc2ccccc2)cc1 (centres undefined)	·	·	4%	-4%	1.7%	11%	i	1.8	0%	·	-7%
CN(Cc1nccn1C)C(=O)c1cc(COc2ccc3ncccc3c2)on1	-27	669	-2%	-1%	0.9%	7%	i	0.5	2%	-1.2%	-7%
O=C1N=c2ccccc2=C1c1sc(=S)n(NC(=O)c2cccc(O)c2)c1O	-5	713	3%	54%	5.4%	33%	i	0.7	0%	-7.0%	1%
CC(=O)N(c1nnc(-c2cccc(C)c2)s1)C1CCCC1	0	849	6%	·	-1.8%	-6%	i	0.5	-4%	·	-5%
N=c1oc2cc(O)ccc2cc1C(=O)Nc1nc2ccccc2s1	16	598	22%	-4%	18%	-108%	i	0.8	5%	2.1%	-80%
O=C(NC(=S)Nc1cc([N+](=O)[O-])ccc1O)c1ccc2c(c1)OCO2	-12	817	-16%	-1%	30%	-170%	i	0.5	6%	·	6%
Cc1cccc(C)c1NC(=O)CCn1cnc2ccccc2c1=O	8	687	4%	-10%	-0.7%	16%	i	0.5	2%	-2.8%	-10%
Cc1cccc(C(=O)OCC(=O)NC(C)CCc2ccccc2)c1O (centres undefined)	-8	864	13%	-2%	-1.5%	3%	i	0.6	3%	·	-7%
COc1ccc(NC(=O)c2c(C(F)(F)F)nn(C)c2SCc2ccccc2Cl)cc1	·	·	-3%	-12%	0.2%	18%	i	0.7	5%	-2.3%	4%	NS5 inhibitors pilot replicate=3.4
CN(C)c1cccc(C(=O)OCC(=O)Nc2ccccc2Sc2ccccc2)c1	-10	693	9%	1%	-0.4%	-1%	i	0.6	-2%	-6.6%	-7%
Fc1ccc(CNC(=S)Nc2ccccc2F)cc1	2	820	-10%	-15%	1.6%	-6%	i	0.6	-2%	·	-9%
Cc1cc(C(=O)N/N=C/c2ccc([N+](=O)[O-])s2)n[nH]1	·	·	-18%	-2%	3.1%	40%	i	0.6	-1%	·	-6%
CCN1CCN(CCCN(Cc2ccco2)C(=S)Nc2ccc(Cl)c(C)c2)CC1	37	671	-36%	-6%	-0.7%	-1%	·	·	-6%	-6.1%	2%
CC(C)=C1C2CCC1C1C(=O)N(NC(=O)COc3ccc(C(C)(C)C)cc3)C(=O)C21 (centres undefined)	3	759	13%	-7%	-0.1%	5%	i	1.2	-1%	-5.3%	9%
COc1cc2c(cc1OC)C(C(C)C)=NC(C)(C)C2	-24	646	29%	1%	-0.4%	-4%	i	0.6	-3%	-5.5%	-13%
C=C(c1ccccc1Cl)[n+]1ccccc1	-3	803	-3%	-3%	0.8%	17%	?	·	-4%	·	-6%	NS5 inhibitors pilot replicate=-1.8
Cc1cc(Nc2ncc(Cl)cc2Cl)n(-c2ccccc2)n1	-1	641	-1%	-2%	-2.4%	-20%	i	0.1	-6%	-9.6%	-8%
O=C(CCc1nnc(CCC2CCCCC2)o1)NCCn1cccn1	4	657	-1%	-15%	0.4%	0%	i	0.5	5%	-7.5%	-10%
O=C(Nc1ccccc1Br)C1CCCN1S(=O)(=O)c1cccc2nsnc12 (centres undefined)	3	721	3%	-5%	0.0%	1%	i	1.1	6%	·	-13%
CCn1cc(C(=O)NCc2cccs2)c(=O)c2ccc(C)nc21	·	·	2%	-10%	-1.9%	16%	i	0.7	-6%	-5.1%	-8%
Cc1nc2cc(N=NC3=C(O)CCCC3=O)ccc2s1	8	479	25%	5%	15%	-36%	i	0.0	-2%	-4.5%	6%
COc1ccc(C2(CNC(=O)c3ccccc3)CCCC2)cc1OC	-9	805	4%	2%	0.6%	8%	i	0.3	0%	·	-8%
CN(C)c1ccc(/C=C/c2nc3ccccc3s2)cc1	·	·	13%	-24%	3.1%	-70%	+	0.9*	1%	-24%	-2%
Cc1ccccc1-c1nnc(CN2CCC(C)CC2)o1	·	·	10%	3%	-1.9%	-18%	i	0.9	0%	·	-7%
O=C(NC1CCCCC1)C(c1c(F)cccc1Cl)N(C(=O)c1csnn1)C1CC1 (centres undefined)	-41	775	-4%	4%	1.4%	-4%	i	0.3	-4%	·	-13%
COc1ccccc1N1CCN(S(=O)(=O)c2cccc3nsnc23)CC1	0	705	-5%	-6%	0.1%	-13%	i	5.4	2%	-12%	1%
Cc1ccc(C)c(N2CCN(C(=O)CN3C(=S)NC(C)(C)CC3C)CC2)c1 (centres undefined)	-18	689	-8%	1%	0.4%	19%	·	·	10%	-2.4%	-1%
CCCc1nnc(NC(=O)CCC(=O)N2CCN(Cc3ccc(Cl)cc3)CC2)s1	12	657	4%	-7%	-2.3%	53%*	i	2.3	0%	·	-5%
CCCCN(C(=O)NC(=O)Nc1nc2ccc(OC)cc2s1)S(C)(=O)=O	28	753	-4%	-3%	-0.7%	-62%	i	0.7	-3%	-2.2%	-5%
O=C(NCCCNC(=O)c1cccs1)c1cccs1	·	·	-2%	1%	1.9%	-9%	i	2.5	-1%	-4.3%	-9%
COc1cc2c(cc1NC(=O)CN(C)Cc1cccc(OC)c1OC)oc1ccccc12	-61	676	10%	-6%	-0.4%	28%	i	0.2	1%	-9.5%	5%

Of the compounds above, these contain two or more sulfur atoms.
SMILES	Hep lipid drop	Hep lipid drop cells 6.5 µM	AID2073	NS5 inhibitors	HIV fusion peptide	NOD2 inhibition	Myeloid diff MLP	Myeloid diff MLP GFP+ MAC1+ %	SIAH1 antagonists	XIAP displacement	LYP phosphatase	others
CCc1nc(SCC(=O)N2CC(=O)Nc3ccccc32)c2c(C)c(C)sc2n1	·	·	-7%	5%	-2.3%	-4%	?	·	0%	-19%	4%
O=C1N=c2ccccc2=C1c1sc(=S)n(NC(=O)c2cccc(O)c2)c1O	-5	713	3%	54%	5.4%	33%	i	0.7	0%	-7.0%	1%
O=C(Nc1ccccc1Br)C1CCCN1S(=O)(=O)c1cccc2nsnc12 (centres undefined)	3	721	3%	-5%	0.0%	1%	i	1.1	6%	·	-13%
COc1ccccc1N1CCN(S(=O)(=O)c2cccc3nsnc23)CC1	0	705	-5%	-6%	0.1%	-13%	i	5.4	2%	-12%	1%
CCCCN(C(=O)NC(=O)Nc1nc2ccc(OC)cc2s1)S(C)(=O)=O	28	753	-4%	-3%	-0.7%	-62%	i	0.7	-3%	-2.2%	-5%
O=C(NCCCNC(=O)c1cccs1)c1cccs1	·	·	-2%	1%	1.9%	-9%	i	2.5	-1%	-4.3%	-9%

Entries above with a tert-butyl group (2):
SMILES	Hep lipid drop	Hep lipid drop cells 6.5 µM	AID2073	NS5 inhibitors	HIV fusion peptide	NOD2 inhibition	Myeloid diff MLP	Myeloid diff MLP GFP+ MAC1+ %	SIAH1 antagonists	XIAP displacement	LYP phosphatase	others
CN(C)C(=O)CSc1nnc(CCCCCNC(=O)OC(C)(C)C)o1	·	·	1%	-3%	1.3%	12%	i	0.8	5%	0.0%	-9%
CC(C)=C1C2CCC1C1C(=O)N(NC(=O)COc3ccc(C(C)(C)C)cc3)C(=O)C21 (centres undefined)	3	759	13%	-7%	-0.1%	5%	i	1.2	-1%	-5.3%	9%

(cont.)
SMILES	Hep lipid drop	Hep lipid drop cells 6.5 µM	AID2073	NS5 inhibitors	HIV fusion peptide	NOD2 inhibition	Myeloid diff MLP	Myeloid diff MLP GFP+ MAC1+ %	SIAH1 antagonists	XIAP displacement	LYP phosphatase	others
CC(C)(C)c1ccc(-c2conc2N)cc1	-4	706	-5%	-11%	-0.8%	-74%	i	3.0	-1%	-2.8%	-4%
C/C(=C\c1ccccc1)C(=O)NCc1ccco1	0	648	-1%	2%	0.5%	-32%	i	0.1	-5%	-1.4%	-3%
O=C(O)/C=C/c1coc2ccc(F)cc2c1=O	-4	657	6%	-4%	-0.7%	4%	i	0.3	2%	-10%	-7%
O=C(CCN1CCN(C(c2ccccc2)c2ccccc2)CC1)N/N=C/c1ccc(O)cc1	15	706	-4%	-1%	-0.4%	-7%	i	0.3	-4%	-1.5%	-4%
Cc1ccccc1-c1nnc(-c2ccc(Br)cc2)o1	·	·	10%	2%	-1.2%	-59%	i	0.3	-1%	0.1%	-6%
CC(=O)Nc1ccc(NC(=O)C/C(C)=N/NC(N)=S)cc1	4	685	-10%	-5%	-0.8%	2%	i	0.5	-4%	-10%	-9%
CN(C)S(=O)(=O)Oc1ccsc1C(=O)Nc1ccccc1Cl	·	·	-4%	2%	-1.3%	3%	i	0.6	2%	-4.1%	2%
O=C(CSc1nncn1-c1ccccc1)Nc1cccc(S(=O)(=O)N2CCCCC2)c1	-12	683	19%	·	-0.1%	5%	·	·	-7%	-9.0%	0%
